Bcl-XL Bim block: inhibitors of Bim-Bcl-XL binding, primary screen, biochemical, multiplexed, bead flow cytometry, human Bcl-XL | inhibition, % at 10 µM | Bim peptide-Bcl-XL binding, fluorescence | AID 1007, 2008 | Bcl-2-like protein 1 (Homo sapiens), Q07817 | 0.04% of 190,000 active
Target sequence (Q07817 whole entry, looked up): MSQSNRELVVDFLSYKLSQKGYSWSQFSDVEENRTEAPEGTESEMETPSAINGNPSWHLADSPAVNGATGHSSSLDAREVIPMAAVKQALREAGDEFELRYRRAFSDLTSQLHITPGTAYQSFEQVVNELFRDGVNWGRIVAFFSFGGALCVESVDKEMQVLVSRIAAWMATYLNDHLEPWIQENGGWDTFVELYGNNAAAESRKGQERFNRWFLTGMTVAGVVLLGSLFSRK
Bcl-W Bim block: inhibitors of Bim binding to Bcl-W, primary screen, biochemical, multiplexed, bead-based flow cytometry; Bcl-2-like protein 2 (Homo sapiens), Q92843; Bim peptide-Bcl-W binding; 0.02% of 190,000 active; inhibition, % at 10 µM;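 note: 0% = bound tracer without compound and 100% = peptide blocker; higher means less fluorescent Bim peptide bound to Bcl-W beads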
Target sequence (Q92843 whole entry, looked up): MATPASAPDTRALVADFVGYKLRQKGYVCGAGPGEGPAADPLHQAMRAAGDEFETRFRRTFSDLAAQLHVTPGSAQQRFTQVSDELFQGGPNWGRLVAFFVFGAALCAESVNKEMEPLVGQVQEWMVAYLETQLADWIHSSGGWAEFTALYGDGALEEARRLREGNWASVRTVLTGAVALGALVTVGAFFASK
Bcl-2 Bim block: inhibitors of Bim-Bcl-2 binding, primary screen, biochemical, multiplexed, human Bcl-2 family | Bead-based flow cytometry, Bim peptide-Bcl-2 binding | 0.06% of 190,000 active | inhibition, % at 10 µM | AID 950, 2007 | Apoptosis regulator Bcl-2 (Homo sapiens), P10415; in the data active = inhibition above about 40%; inconclusive = no clear call, values can overlap the other calls;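 note: 0% = no compound wells with probe peptide and 100% = reference peptide inhibitor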
GSH fluor: compound fluorescence on glutathione beads, profiling panel, artefact control, biophysical, 488/530 nm, flow cytometry; 0.25% of 190,000 active; GSH beads flow cytometry, compound fluorescence 488/530 nm; hits give high values; fluorescence (KMESF) at 10 µM; AID 1776, 2009; in the data active = fluorescence above about 89;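 note: glutathione beads carrying GST-tagged Bcl family fusion proteins plus one bare bead set; values are compound well signal with DMSO vehicle wells as background; inactives centre near 16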
ABCB1 inh: ABCB1 efflux pump inhibitors, primary screen, cell-based, multiplex, flow cytometry, ABCG2 counter-screen | inhibition, % at 6.6 µM | 0.067% of 190,000 active | CCRF-Adr cells, JC-1 efflux | AID 1326, 2008; in the data active = inhibition above about 40%;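 note: 0% = vehicle and 100% = reference inhibitor; higher value means more JC-1 retained so stronger ABCB1 efflux block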
Bim-Bcl-B: inhibitors of Bim-Bcl-B binding, primary screen, biochemical, multiplexed, human Bcl-2 family | bead-based flow cytometry, Bim peptide-Bcl-B binding | inhibition, % at 10 µM | 0.073% of 190,000 active | AID 951, 2007;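 note: 0% = tracer peptide without compound and 100% = reference inhibitor peptide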
Target sequence (Q9HD36 whole entry, looked up): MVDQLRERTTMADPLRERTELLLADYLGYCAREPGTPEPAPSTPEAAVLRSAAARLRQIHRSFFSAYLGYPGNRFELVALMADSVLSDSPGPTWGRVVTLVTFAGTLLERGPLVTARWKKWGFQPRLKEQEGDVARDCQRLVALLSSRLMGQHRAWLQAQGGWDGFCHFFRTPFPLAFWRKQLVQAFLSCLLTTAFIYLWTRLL
RGS4-Gao reg: modulators of RGS4 binding to Galphao, primary screen, biochemical, multiplexed bead flow cytometry; actives lie on both sides; binding response (% of control), % at 10 µM; 0.33% of 220,000 active; AID 1415, 2008; in the data active = binding response below about 49% or above about 150%; inactive = in between;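 note: fluorescent Galphao activated with aluminum fluoride binding bead-coupled RGS4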
Target sequence (P09471 whole entry, looked up): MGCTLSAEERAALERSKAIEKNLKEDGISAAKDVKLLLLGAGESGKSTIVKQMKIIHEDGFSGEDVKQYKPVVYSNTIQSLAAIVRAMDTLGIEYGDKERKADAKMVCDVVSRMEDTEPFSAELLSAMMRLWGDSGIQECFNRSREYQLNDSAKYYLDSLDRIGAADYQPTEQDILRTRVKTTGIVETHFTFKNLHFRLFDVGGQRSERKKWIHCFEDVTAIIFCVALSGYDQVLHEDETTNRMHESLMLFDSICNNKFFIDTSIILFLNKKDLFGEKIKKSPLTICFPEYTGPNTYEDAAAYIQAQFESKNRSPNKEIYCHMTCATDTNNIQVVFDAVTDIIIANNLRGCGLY
Bfl-1 Bim block: inhibitors of Bim binding to Bfl-1, primary screen, biochemical, multiplexed, bead-based flow cytometry | 0.12% of 190,000 active | Bim-Bfl-1 binding inhibition | Bcl-2-related protein A1 (Homo sapiens), Q16548 | inhibition, % at 10 µM;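 note: 0% = wells without compound plus tracer and 100% = blocker peptide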
RGS7-Gao: RGS7-Galphao binding modulators, primary screen, biochemical, multiplexed bead flow cytometry; 0.35% of 220,000 active; binding response (% of control), % at 10 µM; actives lie on both sides; Guanine nucleotide-binding protein G(o) subunit alpha (Homo sapiens), P09471; in the data active = binding response below about 49% or above about 150%; inconclusive = no clear call, values can overlap the other calls; inactive = in between;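 note: fluorescent Galphao held in activated GDP-AlF4 state binding bead-coupled RGS7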
ABCG2 block: ABCG2 efflux pump inhibitors, primary screen, multiplex with ABCB1, IgMXP3 cells, flow cytometry; Broad substrate specificity ATP-binding cassette transporter ABCG2 (Homo sapiens), Q9UNQ0; JC-1 efflux; inhibition, % at 6.6 µM; 0.1% of 190,000 active;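 active = inhibition above 80%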;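 note: 0% = DMSO and 100% = nicardipine control wells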
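Assay system – ABCG2 IgMXP3 and barcoded ABCB1 CCRF-Adr cell mix · Input – 3 million cells/mL in well · Reagent – JC-1 fluorescent substrate · Compound – single test compound dose, 6.6 µM final · Timing – 10 min exposure at 25 °C with rotation, no wash · Detection – flow cytometry of retained JC-1 fluorescence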
RGS8-Gao: RGS8-Galphao binding modulators, primary screen, biochemical, multiplexed bead flow cytometry; Guanine nucleotide-binding protein G(o) subunit alpha (Homo sapiens), P09471; actives lie on both sides; response (percent of control binding), % at 10 µM; 0.34% of 220,000 active; AID 1423, 2008; in the data active = response below about 60% or above about 140%; inactive = in between;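 note: Galphao activated as the GDP aluminium fluoride complex binding bead-coupled RGS8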
Numbers without * were called inactive; u = inconclusive. Cut-off read from the data, not from the text of the source, unless noted: active = inhibition above about 40%. Random draw from the library, and some 1.1% of all compounds hit somewhere here.

| SMILES | Bcl-XL Bim block | Bcl-W Bim block | Bcl-2 Bim block | GSH fluor | ABCB1 inh | Bim-Bcl-B | RGS4-Gao reg | Bfl-1 Bim block | RGS7-Gao | ABCG2 block | RGS8-Gao |
| --- | --- | --- | --- | --- | --- | --- | --- | --- | --- | --- | --- |
| CCOC(=O)C1=C(C)N(CCCCCC(=O)O)C(=O)NC1c1ccccc1Cl (stereo not drawn) | 0 | 0 | 1 | 20 | 1.5 | 1 | 97 | 1 | 97 | 11 | 98 |
| COc1cc(C(C)=O)ccc1Oc1ncnc2c1cnn2-c1cccc(Cl)c1 | -5 | -3 | -2 | 9 | 0.0 | -1 | 90 | -5 | 89 | 5 | 85 |
| CN(C)c1cc[n+](CCC(=O)Nc2cccc([N+](=O)[O-])c2N)cc1 | -6 | -2 | 0 | 10 | 0.4 | -8 | 103 | 1 | 96 | 6 | 106 |
| S=C(NCCN1CCOCC1)NC1CCCC1 | -3 | -1 | -3 | 15 | 1.3 | -3 | 102 | -5 | u | 50 | 101 |
| O=C(NCc1ccco1)/C(=C\c1cccnc1)NC(=O)c1ccccc1F | 0 | -1 | 4 | 4 | 0.6 | -5 | 100 | 1 | 102 | 8 | 101 |
| Cc1ccc(SCc2[nH]nc3c2C(c2ccc(C)o2)C(C#N)=C(N)O3)cc1 (stereo not drawn) | -6 | -4 | 0 | 16 | 0.3 | 0 | 96 | 0 | 94 | 2 | 95 |
| Cc1ccccc1-n1c(Cn2c(=O)sc3ccccc32)nnc1SCC(=O)N1CCOCC1 | -2 | 2 | -7 | 18 | 0.4 | -3 | 97 | -13 | 99 | 1 | 99 |
| O=C(CN(C(=O)CNS(=O)(=O)c1ccccc1)c1ccc2c(c1)OCCO2)NC1CCCCC1 | -3 | -2 | -1 | 16 | 1.2 | -1 | 103 | -2 | 104 | 2 | 103 |
| COC(=O)c1c(NC(=O)COC(=O)CCc2ccc(S(=O)(=O)N3CCOCC3)cc2)sc2c1CCC2 | -7 | -5 | -2 | 11 | 1.6 | -5 | 97 | -12 | 97 | 18 | 97 |
| Cc1noc(C)c1S(=O)(=O)N(CC(=O)NCc1ccc(Cl)cc1)c1ccc2c(c1)OCO2 | -4 | 1 | -5 | 22 | 0.7 | -4 | 99 | -10 | 100 | 4 | 103 |
| Cc1ccccc1C(=O)NNC(=O)CCc1ccccc1 | -4 | -1 | -2 | 16 | 1.1 | -4 | 99 | -5 | 102 | 4 | 103 |
| Cc1ccc(S(=O)(=O)CC(CN2CCCCC2)N2CCCCC2)cc1 (stereo not drawn) | -2 | -4 | 0 | 13 | -0.2 | -2 | 103 | 2 | 106 | -1 | 98 |
| COC(=O)c1c(NS(C)(=O)=O)sc2c1CCCC2 | -2 | 0 | -5 | 44 | 0.2 | -12 | 101 | -7 | 104 | 0 | 96 |
| CSCCC(Nc1nc2ccccc2s1)C(=O)O (stereo not drawn) | 0 | 2 | -8 | 36 | 0.4 | -6 | 102 | -12 | 101 | 1 | 99 |
| O=C(NCc1ccccc1)c1c[nH]c2ccc(S(=O)(=O)Nc3ccc4c(c3)OCCO4)cc2c1=O | -7 | 0 | -10 | 21 | -0.3 | -8 | 99 | -9 | 100 | -1 | 98 |
| CCOC(=O)N1CCN(c2ccc(S(=O)(=O)N(Cc3ccccc3)Cc3ccccc3)cn2)CC1 | -7 | 1 | -6 | 47 | 1.9 | -5 | 98 | -7 | 97 | 4 | 98 |
| COc1ccc(S(=O)(=O)N2CCOCC2)c(C)c1C | -6 | -6 | 0 | 15 | 0.0 | -9 | 100 | -2 | 103 | -1 | 102 |
| CCN1C(=O)CC(N2CCC(Cc3ccccc3)CC2)C1=O (stereo not drawn) | -7 | -1 | -3 | 10 | -0.2 | -2 | 105 | -8 | 103 | -1 | 101 |
| Cc1cccc(NC(=S)NNC(=O)c2cc3c(s2)CCC(C)C3)c1C (stereo not drawn) | -7 | -3 | -5 | 7 | -1.1 | -5 | 99 | 0 | 103 | -7 | 93 |
| COc1nc(OC)nc(Oc2ccc([N+](=O)[O-])cc2Cl)n1 | -6 | -4 | -1 | 11 | 3.2 | -8 | 102 | -3 | 101 | 26 | 97 |
| O=C(NCCCN1CCOCC1)c1sc2cc(F)ccc2c1Cl | 0 | 3 | 0 | 14 | 2.6 | -2 | 99 | -2 | 101 | 10 | 103 |
| O=C(Cn1cnc2c(cnn2-c2ccccc2)c1=O)Nc1ccc(S(=O)(=O)N2CCOCC2)cc1 | -4 | -1 | -5 | 11 | 0.6 | -3 | 95 | -7 | 90 | 10 | 77 |
| CCn1c(SCC(=O)Nc2nc3ccccc3s2)nnc1-c1ccc(OC)cc1 | -1 | 0 | 2 | 19 | 1.0 | -2 | 104 | -2 | 101 | 4 | 103 |
| COC(=O)c1[nH]c2ccc(C)cc2c1NC(=O)CN1CCN(c2ccc(F)cc2)CC1 | -8 | -2 | -8 | 27 | 0.1 | -9 | 103 | -10 | 100 | 1 | 104 |
| CSCC(C)N1CCC(CO)(CCCc2ccccc2)CC1 (stereo not drawn) | 0 | -3 | 1 | 18 | 0.0 | -2 | 108 | 2 | 104 | 0 | 103 |
| CCCCCNC(=O)c1ccc2c(=O)n(CCCN3CCCC3=O)c(=S)[nH]c2c1 | -6 | -5 | 0 | 19 | -2.1 | 0 | 99 | 3 | 99 | -7 | 100 |
| Cc1ccc(-c2csc(NC(=O)Cn3[nH]c(=O)c4ccccc4c3=O)n2)cc1 | -5 | 0 | -4 | 15 | 0.5 | -6 | 102 | -4 | 97 | 2 | 98 |
| CC(C)OC(=O)c1cc2c(ccn2C)n1CC(=O)N(Cc1ccccc1)c1ccc(F)cc1 | 3 | 2 | -5 | 10 | 13 | -1 | 105 | -3 | 104 | 71 | 111 |
| CCCOC(=O)C1C2C=CC3(CN(c4ccc(Cl)c(F)c4)C(=O)C13)O2 (stereo not drawn) | -4 | -3 | -6 | 24 | 0.4 | -8 | 98 | -6 | 99 | 1 | 100 |
| Cc1nnc(SCC2=C(C(=O)O)N3C(=O)C(NC(=O)c4cccc(F)c4F)C3SC2)s1 (stereo not drawn) | -5 | -2 | 0 | 11 | -1.8 | -4 | 101 | 1 | 91 | -6 | 100 |
| Cc1ccc(OCc2nc(-c3ccccn3)no2)c(Br)c1 | -4 | 0 | -10 | 23 | 0.3 | -7 | 100 | -8 | 99 | 2 | 100 |
| CCOC(=O)C(=NCCCN1CCOCC1)NNc1cccc(C(F)(F)F)c1 | 1 | 0 | -2 | 17 | -0.1 | -3 | 100 | 6 | u | 2 | 99 |
| c1ccc(-c2cc(N3CCOCC3)nc3ccccc23)cc1 | -3 | -3 | 1 | 12 | 0.4 | -5 | 92 | -2 | 94 | 6 | 101 |
| c1csc(CN2CCN(Cc3cccs3)C2c2cccs2)c1 | -7 | -1 | -7 | 50 | 0.3 | -7 | 101 | -12 | 101 | 1 | 102 |
| CCN(CC)S(=O)(=O)c1ccc(N2Cc3ccccc3C2=N)cc1 | -4 | -2 | 0 | 71 | 0.7 | -1 | 101 | -2 | 99 | 4 | 98 |
| COc1ccc(Cl)cc1NC(=O)CN1CCC(n2nnc3cc(F)ccc32)CC1 | -1 | -2 | 1 | 25 | 1.1 | 0 | 99 | -2 | 101 | 4 | 97 |
| COc1ccc(OC)c(S(=O)(=O)N2CCCCC2C(=O)O)c1 (stereo not drawn) | -2 | -1 | -3 | 46 | -0.3 | 0 | 96 | 2 | 100 | -1 | 95 |
| CNC(=S)N(Cc1ccc(OC)cc1)Cc1cc2ccc(C)cc2[nH]c1=O | 0 | -2 | -5 | 14 | -1.8 | -1 | 103 | 3 | 102 | 20 | 106 |
| COc1cccc(CC2(CO)CCN(Cc3cnc(N4CCOCC4)s3)CC2)c1 | -6 | -6 | -6 | 15 | 0.4 | -10 | 99 | -7 | 102 | 1 | 103 |
| CC1=C(C(=O)OCc2ccccc2)C(c2ccco2)n2ncnc2N1 (stereo not drawn) | -9 | -7 | -7 | 15 | 1.3 | -12 | 107 | -14 | 101 | 9 | 105 |
| COc1cccc(C(=O)Nc2nc3c(c(=O)[nH]2)CCCC3)c1 | -4 | 2 | -7 | 9 | 0.2 | -9 | 99 | -8 | 102 | 2 | 100 |
| O=C(c1ccccc1)N1CCN(C2C3CC4CC(C3)CC2C4)CC1 (stereo not drawn) | -1 | 0 | 2 | 10 | 0.4 | 0 | 106 | 0 | 102 | 1 | 106 |
| CCCCN1c2ccccc2N(CCCO)c2cc(C)nnc21 | 0 | 2 | -1 | 21 | -0.4 | 0 | 97 | 0 | 91 | 1 | 97 |
| COC(=O)c1c(NC(=O)c2ccc(Br)s2)sc2c1CCC2 | -6 | -3 | -10 | 28 | -0.5 | -11 | 98 | -13 | 100 | 5 | 98 |
| Cc1cccc(C)c1NC(=O)c1cn(-c2ccccc2)nc1-c1ccccc1 | -5 | -6 | -2 | 10 | 0.2 | -7 | 98 | -3 | 98 | 1 | 100 |
| CCCn1c(/C=N/Nc2nc3ccccc3[nH]2)nc2ccccc21 | -8 | -4 | -5 | 9 | -3.7 | -11 | 104 | -2 | 104 | -7 | 103 |
| CCCn1c(=N)n(CC(=O)c2cccs2)c2ccccc21 | -7 | 2 | -7 | 42 | 0.7 | -8 | 101 | -11 | 102 | 2 | 105 |
| Cc1ccc(N(CC(=O)NC2CCCC2)C(=O)CCCC(=O)Nc2ccccn2)cc1C | -2 | 0 | -2 | 6 | 0.9 | -1 | 103 | 0 | 103 | 2 | 100 |
| COc1ccc(S(=O)(=O)Nc2nc3ccccc3s2)cc1OC | -11 | -4 | -12 | 33 | 0.3 | -11 | 100 | -16 | 102 | 0 | 100 |
| COC(=O)c1c(O)ccc(Oc2ccccc2)c1C(=O)OC | 0 | 0 | 1 | 54 | 0.0 | 3 | 89 | -1 | 91 | -1 | 99 |

Source: PubChem BioAssay (NMMLSC)
